Screening data deposited in PubChem BioAssay by several laboratories.
hgDAF12 agonist: H. glycines DAF-12 receptor agonists, primary screen, cell-based, luminescence, HEK293, GAL4 fusion, UAS-luciferase. HEK293 GAL4-hgDAF12 UAS-luciferase reporter, agonist luminescence; normalized to butyrate control. hit rate 1.8% among 370,000. activation, % at 6.8 µM. Nuclear hormone receptor DAF-12 (Heterodera glycines), GAL4 fusion;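 active means activation above a cutoff set at the mean of all screened compounds plus 3 SD, cut at about 10% in these data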;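 further: 0% = DMSO wells and 100% = sodium butyrate wells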
GC-A act: GC-A stimulated cGMP production enhancers – HEK293 GC-A cells, cGMP TR-FRET, EC30 ANP, primary screen | Atrial natriuretic peptide receptor 1 (Homo sapiens), P16066 | 0% at EC30 ANP, 100% saturating ANP | activation, % at 10 µM | hit rate 0.14% among 370,000; in the data active means activation above about 40%
ADAM10 inh: human ADAM10 inhibitors, primary screen, biochemical, QFRET, HTS. Disintegrin and metalloproteinase domain-containing protein 10 (Homo sapiens), O14672. recombinant ADAM10, EDANS/DABCYL FRET peptide cleavage, 3 h. inhibition, % at 7 µM. hit rate 0.62% among 370,000;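 active means inhibition above a per-campaign cutoff equal to the mean of compounds falling between control-based bounds plus 3 SD, cut at about 20% in these data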;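 further: 0% = DMSO wells while the 100% control is not disclosed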
GAA850 FXN act: FXN promoter activators, primary screen, cell-based, luciferase luminescence, HEK293 lucGAA850. HEK293 lucGAA850 FXN promoter luciferase reporter, 24 h; percent of 10 µM SAHA response. activation, % at 6 µM. hit rate 0.56% among 360,000. AID 540364, 2011;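 active means activation above the average of all compounds screened plus 3 SD, cutoff fixed separately per campaign, cut at about 7.5% in these data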;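 further: 0% = DMSO wells and 100% = 10 µM SAHA wells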
ADAM17 inh: ADAM17 inhibitors, primary screen, biochemical, QFRET; AID 720648, 2013; hit rate 0.83% among 370,000; recombinant ADAM17, EDANS/DABCYL FRET peptide cleavage; inhibition, % at 6.95 µM;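 active means inhibition above the mean of compounds lying between control limits plus 3 SD, set per campaign, cut at about 8.5% in these data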;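 further: 0% = DMSO-only wells as the low control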
Target sequence (P78536 215-824 limits assumed): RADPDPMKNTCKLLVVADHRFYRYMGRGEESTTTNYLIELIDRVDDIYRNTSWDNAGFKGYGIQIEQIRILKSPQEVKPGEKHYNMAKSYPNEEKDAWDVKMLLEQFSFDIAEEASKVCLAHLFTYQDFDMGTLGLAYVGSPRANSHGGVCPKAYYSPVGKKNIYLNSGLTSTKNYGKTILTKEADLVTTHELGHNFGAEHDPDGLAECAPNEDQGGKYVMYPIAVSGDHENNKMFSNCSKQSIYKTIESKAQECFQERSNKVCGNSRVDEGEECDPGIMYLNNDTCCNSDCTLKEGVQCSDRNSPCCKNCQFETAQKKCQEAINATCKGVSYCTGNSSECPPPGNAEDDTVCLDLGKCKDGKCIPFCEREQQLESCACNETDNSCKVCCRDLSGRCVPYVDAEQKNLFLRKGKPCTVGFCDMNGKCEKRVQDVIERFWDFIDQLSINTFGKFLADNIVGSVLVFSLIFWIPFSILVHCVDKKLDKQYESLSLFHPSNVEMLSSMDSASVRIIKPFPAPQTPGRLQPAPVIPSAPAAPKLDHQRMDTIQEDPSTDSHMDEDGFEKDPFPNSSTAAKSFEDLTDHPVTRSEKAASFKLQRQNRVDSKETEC
DAX1 inh-1: DAX1 (NR0B1) inhibitors on StAR promoter, primary screen, cell-based, luminescence, SF-1 (NR5A1), full-length DAX-1 | HEK293T StAR-luciferase reporter, SF-1/DAX-1 repression relief | inhibition, % at 6.8 µM | hit rate 1.1% among 370,000 | AID 652010, 2013;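 active means inhibition above the mean over all tested compounds plus 3 SD, cut at about 3.6% in these data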;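 further: 0% = DAX-1 cells with DMSO and 100% = cells lacking DAX-1 with DMSO; higher inhibition means more luminescence from relief of DAX-1 repression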
DAX1 inh-2: DAX1 (NR0B1) inhibitors, primary screen, cell-based, HEK293, Gal4-DAX1, luciferase luminescence; Nuclear receptor subfamily 0 group B member 1 (Homo sapiens), P51843; HEK293 Gal4-DAX1 luciferase reporter; inhibition, % at 6.75 µM; hit rate 0.99% among 340,000; AID 504766, 2011;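 active means inhibition above the mean over all tested compounds plus 3 SD, cut at about 4.2% in these data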;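 further: 0% = DAX1-transfected cells with DMSO and 100% = empty-vector control cells with DMSO; inhibition shows as a rise in luminescence from relieved DAX1 repression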
Target sequence (P51843 207-470 limits assumed): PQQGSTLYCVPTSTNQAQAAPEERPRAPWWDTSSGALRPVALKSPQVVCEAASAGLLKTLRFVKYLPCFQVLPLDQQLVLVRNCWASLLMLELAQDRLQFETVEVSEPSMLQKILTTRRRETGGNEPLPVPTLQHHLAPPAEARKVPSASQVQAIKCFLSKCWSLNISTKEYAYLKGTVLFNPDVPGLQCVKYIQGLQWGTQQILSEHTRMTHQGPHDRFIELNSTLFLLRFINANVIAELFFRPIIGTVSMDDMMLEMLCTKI
ssDAF12 agonist: S. stercoralis DAF-12 nuclear receptor activators, primary screen, cell-based, luminescence, HEK293, GRIP1 co-expression, lit1-tk-luc; Nuclear hormone receptor DAF-12 (Strongyloides stercoralis); HEK293 ssDAF-12/GRIP1 lit1-tk-luc reporter; % of 3 µM dafachronic acid response; activation, % at 6.8 µM; hit rate 1% among 370,000;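 active means activation above the mean over all tested compounds plus 3 SD, cut at about 0.9% in these data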;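 further: 0% = DMSO-only wells and 100% = 3 µM delta7-dafachronic acid wells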
SMARCA2 activ: SMARCA2 (BRM) function activators, primary screen, cell-based, luminescence, high throughput. AID 652017, 2013. MG213 cells, MMTV-luciferase reporter, dexamethasone, overnight. hit rate 1% among 370,000. activation, % at 9.1 µM; in the data active means activation above about 7.8%;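 further: 0% = vehicle wells and 100% = reference activator wells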
hcDAF-12 act: H. contortus DAF-12 nuclear receptor activators, primary screen, cell-based, luminescence, HEK293, lit1-tk-luc reporter; AID 652067, 2013; hit rate 1.4% among 370,000; activation, % at 6.8 µM; HEK293 hcDAF-12 lit1-tk-luc reporter; 0% DMSO, 100% Δ7-dafachronic acid;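 active means activation above the mean of all tested compounds plus 3 SD, cut at about 5.5% in these data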;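 further: 100% = response to 3 µM Δ7-dafachronic acid high control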
PG9 Ab binder: binders of HIV-1 gp120 antibody PG9, primary screen, biochemical, TR-FRET; inhibition, % at 6.7 µM; TR-FRET gp120-PG9 antibody binding; AID 624416, 2012; hit rate 0.43% among 360,000; in the data active means inhibition above about 8.5%
* = called active by the depositor; nt = no result given.

SMILES	hgDAF12 agonist	GC-A act	ADAM10 inh	GAA850 FXN act	ADAM17 inh	DAX1 inh-1	DAX1 inh-2	ssDAF12 agonist	SMARCA2 activ	hcDAF-12 act	PG9 Ab binder
CCOc1ccc(C(=S)N2CCCC2)cc1	0.5	3	-14	1.2	-3	0.2	-0.4	-1.3	-3	-1.6	0.8
CC1(C)Cc2c(c(N3CCOCC3)nc3snc(NC(=O)c4ccccc4)c23)CO1	-1.2	9	-4	-1.9	-3	-0.4	0.5	-0.8	0	-1.0	-1.1
O=C(COC(=O)CCSc1ccc(F)cc1)NCc1ccc(F)cc1	2.6	3	0	2.8	0	-0.2	1.4	-0.7	-2	-0.2	1.2
CCCN(C(=S)Nc1ccccc1)C1CCS(=O)(=O)C1 (centres undefined)	2.5	1	-7	-0.1	-4	0.0	0.3	-1.4	-1	-0.6	-0.5
c1cc2nncn2nc1N1CCCC1	2.8	4	-1	3.5	-4	-0.2	-0.7	-1.4	-2	2.9	-2.1
CCC(C)NC(=O)c1ccc(N2CC3CC(C2)c2cccc(=O)n2C3)c(NC(=O)c2c(F)cccc2F)c1 (centres undefined)	-2.5	3	-15	0.1	1	-0.7	1.1	-1.3	-2	1.4	0.2
O=C(O)c1cc(NCc2ccc(F)cc2)ccc1N1CCOCC1	-0.4	3	-63	-1.0	-23	-0.5	0.3	-1.1	0	-1.3	0.2
CCc1cc2c(NC(Cc3ccccc3)C(=O)O)ncnc2s1 (centres undefined)	-0.4	-2	-5	1.9	-6	-0.7	1.3	-1.4	2	-1.7	-1.0
CC(C)NC(=O)Nc1cccc2c1O[C@H](CN(C)S(=O)(=O)c1ccccc1)[C@@H](C)CN([C@H](C)CO)C2=O	0.0	2	-5	0.0	-3	-0.5	0.9	-1.3	-1	0.3	-0.1
Cc1ccc(S(=O)(=O)NNC(=O)CC#N)cc1	1.4	3	1	-0.1	-2	0.2	0.8	-1.4	2	-2.5	-1.0

Reprinted from the entries so far, 4 compounds:
SMILES	hgDAF12 agonist	GC-A act	ADAM10 inh	GAA850 FXN act	ADAM17 inh	DAX1 inh-1	DAX1 inh-2	ssDAF12 agonist	SMARCA2 activ	hcDAF-12 act	PG9 Ab binder
O=C(O)c1cc(NCc2ccc(F)cc2)ccc1N1CCOCC1	-0.4	3	-63	-1.0	-23	-0.5	0.3	-1.1	0	-1.3	0.2
CCc1cc2c(NC(Cc3ccccc3)C(=O)O)ncnc2s1 (centres undefined)	-0.4	-2	-5	1.9	-6	-0.7	1.3	-1.4	2	-1.7	-1.0
CC(C)NC(=O)Nc1cccc2c1O[C@H](CN(C)S(=O)(=O)c1ccccc1)[C@@H](C)CN([C@H](C)CO)C2=O	0.0	2	-5	0.0	-3	-0.5	0.9	-1.3	-1	0.3	-0.1
Cc1ccc(S(=O)(=O)NNC(=O)CC#N)cc1	1.4	3	1	-0.1	-2	0.2	0.8	-1.4	2	-2.5	-1.0

(more compounds)
SMILES	hgDAF12 agonist	GC-A act	ADAM10 inh	GAA850 FXN act	ADAM17 inh	DAX1 inh-1	DAX1 inh-2	ssDAF12 agonist	SMARCA2 activ	hcDAF-12 act	PG9 Ab binder
COc1ccc(-c2[nH]ncc2CN(C)CCc2c(C)n[nH]c2C)c(F)c1	-1.6	1	-3	1.4	-1	-0.2	-1.0	-1.2	0	-2.7	-1.0
COc1ccc(S(=O)(=O)NCc2cc(=O)n(C)c(=O)n2C)cc1C	-0.3	6	1	1.4	5	1.1	0.2	-1.1	-1	-0.5	-1.1
O=C(NCc1cccs1)c1cccc2c(-c3cccnc3)coc12	6.4	2	0	1.5	-3	-0.4	nt	-1.4	-3	-1.2	-0.9
Nc1ccc2c(c1)CC(=O)c1ccccc1S2	-3.0	8	7	-0.8	2	0.0	2.3	-1.6	-1	0.2	0.9
NS(=O)(=O)c1cccc(NC(=O)COC(=O)Cc2ccc(S(=O)(=O)N3CCOCC3)s2)c1	2.2	0	-3	1.0	-6	-0.5	0.0	-0.9	-2	-0.2	1.1
O=C(Nc1ccccn1)C(F)(F)C(F)(F)C(F)(F)C(F)(F)C(=O)Nc1ccccn1	1.7	1	-7	1.4	2	-0.4	-0.5	-0.6	0	0.6	-2.0
CCC(=O)N1CCc2cc(S(=O)(=O)CCC(=O)NC(C)CC)ccc21 (centres undefined)	-1.5	-2	0	-1.1	0	0.3	-0.5	-0.1	-3	-1.7	0.7
CC(Oc1ccccc1)c1ccnc2nc(/N=C/N(C)C)nn12 (centres undefined)	1.4	1	-65	1.1	-22	0.1	0.2	0.5	1	-1.9	-1.6
O=[N+]([O-])c1ccc2oc(C3CCCCC3)nc2c1	4.8	6	12	1.9	-1	0.2	0.2	-0.9	5	-0.5	-0.6
COC(=O)c1ccc(Oc2nc3c(c(=O)n(C)c(=O)n3C)n2CCC(C)C)cc1	1.0	-3	-1	0.1	1	0.6	0.0	-1.1	0	-0.8	-0.2
Cc1cccn2c(=O)c3cc(C(=O)NCC(C)C)sc3nc12	0.1	15	-183	0.2	-66	0.0	-0.4	-0.6	1	-0.1	1.3
CN(Cc1ccc(Cl)s1)C(=O)CCl	-0.3	0	1	-9.3	-2	-2.3	-1.3	-1.6	0	1.1	0.2
COc1cccc(NC(=O)[C@H](NC(=O)[C@@H]2Cc3ccccc3CN2)c2ccccc2)c1	6.2	0	-2	0.8	-1	4.9*	-0.1	-0.4	4	2.5	-1.0
O=C(CCN1C(=O)C2C3C=CC(C3)C2C1=O)Oc1ccc2ccccc2c1 (centres undefined)	-2.7	-2	-2	0.6	3	0.1	-0.9	-0.5	1	-0.7	-1.3
Cc1cc(C)c(NC(=O)CSc2nnnn2-c2cccnc2)c(C)c1	-1.8	8	-3	0.0	-4	-0.2	-1.0	0.7	-4	-2.6	1.1
Cc1cccc2c(=O)cc(C(F)(F)F)[nH]c12	0.2	6	-6	0.8	-11	-0.5	0.5	-0.5	-6	1.5	1.1
CC1Cc2ccccc2N1C(=O)CSc1nncs1 (centres undefined)	-2.0	-2	-4	0.3	1	1.7	1.1	-1.6	-1	-0.9	-3.8
Cc1ccc(C(=O)N2CCN(C34CC5CC(CC(C5)C3)C4)CC2)o1	0.7	4	1	3.7	4	0.3	-0.1	-0.6	-2	2.3	-0.5
CC(=O)c1ccc(N2CCN(c3ccc4cc(S(=O)(=O)N5CCC(C)CC5)ccc4n3)CC2)cc1	-1.0	7	-13	-0.3	-4	-0.5	-0.1	-0.9	3	-0.4	-1.4
CSCC[C@H](CO)NC(=O)[C@H]1O[C@@H](n2cnc3c(N)ncnc32)[C@H](O)[C@@H]1O	5.1	3	-5	nt	1	-0.1	nt	-1.4	-1	1.7	-0.4
CC1CC(NC(=O)C2(C)CC2(Cl)Cl)CC(C)(C)C1 (centres undefined)	-2.5	-2	3	0.8	-1	-1.5	-0.6	-1.1	1	-1.1	-2.6
COCCn1c(=NC(=O)c2ccco2)sc2cc(C(=O)OC)ccc21	-1.6	9	-15	0.3	-1	0.1	-1.1	-1.5	2	-1.1	-1.6
CC(=O)Nc1ccc(NS(=O)(=O)c2ccc(C)cc2)cc1[N+](=O)[O-]	-0.2	3	-6	1.2	0	-0.7	nt	-1.3	-4	-1.6	0.4
Cc1csc(NC(=O)C2CCN(C(=O)c3ccccc3C)CC2)n1	-1.3	1	-5	-1.5	-3	-0.4	0.6	-0.6	-4	-1.9	-0.1
CC1=CCC2C(=O)N(c3ccc(C)cc3)C(=O)C2C1 (centres undefined)	1.1	0	0	-1.1	-3	0.5	0.6	-1.4	3	-0.9	-0.6
N/C(=N\OC(=O)COc1ccc(Br)cc1)c1cccnc1	3.3	10	-1	2.1	-1	-0.2	0.8	-0.5	0	0.9	-0.3
CCOC(=O)C(=O)Nc1nnc(COc2ccccc2)s1	1.4	3	3	-0.2	0	-0.5	0.5	-0.9	1	-1.4	-2.8
CC(NC(=O)c1cccs1)c1ccc(Br)cc1 (centres undefined)	0.2	-13	-8	0.3	-1	-0.4	-0.9	-1.1	-3	0.1	-0.9
Cc1nn(C)c(=S)[nH]c1=S	0.3	1	-1	-1.3	-2	0.2	-0.6	-0.5	-2	-0.8	0.0
CCO[C@H]1OC(C(=O)N2CCOCC2)=C[C@@H](c2ccc3c(c2)OCO3)[C@@H]1CCCO	-0.5	-3	-3	-0.1	-2	-0.6	-0.1	-1.4	1	-1.2	-0.5
COc1ccc(C2c3ccc(O)cc3Oc3ncn4nc(-c5cccnc5)nc4c32)cc1OC (centres undefined)	-3.2	6	-1	7.1	-2	-1.5	-0.5	-2.0	3	-0.2	0.3
COc1ccc(NC(=O)CSCC(=O)Nc2ccccc2N2CCCC2)cc1	-1.9	-5	-1	-0.4	-1	2.6	-0.2	-0.7	-1	-0.4	-1.7
CC(C)CNC(=O)C(=O)NN=C1CCCCCC1	1.2	3	-6	1.5	3	1.0	0.0	-1.1	-2	0.3	-0.6
CN=C1SC(CC(=O)Nc2ccc(F)cc2F)C(=O)N1/N=C/c1ccc(OC(F)F)c(OC)c1 (centres undefined)	-1.6	4	-3	1.7	-1	-0.1	1.7	-1.3	0	-3.6	-0.5
O=C(C[C@@H]1C/C=C\CC[C@H](Cc2ccc(F)cc2)C(=O)OC[C@@H]2CCCN2C1=O)N[C@H](CO)Cc1ccccc1	-1.7	2	3	-2.9	6	-3.5	-1.0	-1.4	3	-1.8	-0.2
COc1ccc(/C=N/n2c(C)nc3sc(C)c(C)c3c2=O)cc1OC	0.9	-2	4	-1.2	-2	0.5	-0.8	-1.2	-4	0.2	-1.6
CCOC(=O)C1=C(C)N(CCCCCC(=O)O)C(=O)NC1c1ccc(Br)cc1 (centres undefined)	0.7	-3	4	-0.7	2	0.6	0.7	-1.0	0	-0.2	-0.4
Cc1c(C(=O)Nc2nnc(C(F)(F)F)s2)oc2ccccc12	0.9	3	6	-1.4	3	0.4	0.4	-1.1	2	-0.6	-1.2
COc1ccc(OC)c(C2C(C(=O)c3cccs3)=C(O)C(=O)N2CCN(C)C)c1 (centres undefined)	2.6	0	-15	-0.6	-2	-0.1	1.3	-1.0	3	0.0	-0.3

Outcome played no part in choosing rows; 6.8% or so of the library scored in one or more.
